High-throughput results as filed in PubChem.
EBI2 block = blocks human EBI2 receptor beta-arrestin signaling. P32249. EBI2 beta-arrestin recruitment, luminescence, 7a,25-OHC stimulated. 360,000 compounds, 0.81% hits. inhibition, % at 5 µM; in the data active means inhibition above about 38%;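 further: enzyme fragment complementation signal reports receptor beta-arrestin coupling in cells; 0% = agonist plus DMSO wells and 100% = wells without agonist; some results beyond the cut were filed as inactive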
Target sequence (P32249 whole entry, looked up, the tested form may be a part): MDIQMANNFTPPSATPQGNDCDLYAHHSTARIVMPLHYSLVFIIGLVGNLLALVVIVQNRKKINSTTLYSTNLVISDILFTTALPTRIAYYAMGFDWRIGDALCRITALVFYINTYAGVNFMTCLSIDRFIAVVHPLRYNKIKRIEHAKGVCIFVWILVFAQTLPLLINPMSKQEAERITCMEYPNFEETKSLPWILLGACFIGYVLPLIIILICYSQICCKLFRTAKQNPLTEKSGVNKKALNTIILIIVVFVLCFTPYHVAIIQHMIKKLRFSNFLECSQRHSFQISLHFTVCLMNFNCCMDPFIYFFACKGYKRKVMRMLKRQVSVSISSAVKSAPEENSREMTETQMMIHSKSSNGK
CXCR6 inh = inhibitors of human CXCR6 receptor; AID 602244; 360,000 compounds, 0.36% hits; inhibition, % at 20 µM; CHO-K1 PathHunter CXCR6 beta-arrestin, luminescence; in the data active means inhibition above about 34%, passing the limit was not always enough;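 further: antagonist mode with CXCL16 agonist at 10 nM final; 0% = 10 nM CXCL16 with DMSO and 100% = unstimulated wells without agonist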
Target sequence (O00574 whole entry, looked up): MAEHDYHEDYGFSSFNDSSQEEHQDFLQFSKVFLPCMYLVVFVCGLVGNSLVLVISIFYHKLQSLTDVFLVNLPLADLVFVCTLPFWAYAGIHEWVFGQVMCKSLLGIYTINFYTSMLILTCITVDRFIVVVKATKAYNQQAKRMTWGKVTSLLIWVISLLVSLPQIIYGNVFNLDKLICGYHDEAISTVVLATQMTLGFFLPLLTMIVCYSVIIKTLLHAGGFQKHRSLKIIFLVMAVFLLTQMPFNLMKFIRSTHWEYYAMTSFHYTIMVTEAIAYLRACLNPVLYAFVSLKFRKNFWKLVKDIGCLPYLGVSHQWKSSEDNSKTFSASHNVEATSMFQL
Jurkat NFkB inh = lowers PMA/ionomycin-induced NF-kB signal in Jurkat cells; AID 435003; inhibition, % at 4 µM; PMA/ionomycin-induced NF-kB luciferase reporter, luminescence; 330,000 compounds, 0.53% hits; in the data active means inhibition above about 50%
XBP1 UPR activ = adaptive UPR (XBP1) activation; activation, % at 20 µM; CHO-XBP1 luciferase reporter, IRE1-XBP1 UPR activation, luminescence; percent of tunicamycin response, DMSO as zero; AID 463104; 330,000 compounds, 0.33% hits;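 active means versus positive control, 20 µM dose yields 30% or more activation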;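 further: 100% = tunicamycin at 10 µg/mL and 0% = DMSO only wells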
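Material: CHO-XBP1 cells stably carrying IRE1-XBP1-driven luciferase reporter | Medium: F12 with 10% serum | Compound dosing: 20 µM single concentration, DMSO 1% | Incubation: Overnight seeding at 37 °C, 6 h compound treatment at 37 °C | Detection: Steady-Glo luminescence read | Read-out basis: % activation of reporter signal versus tunicamycin and DMSO controls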
CHOP UPR activ = apoptotic UPR (CHOP) activation; CHO-CHOP luciferase reporter, luminescence; percent of tunicamycin response over DMSO baseline; activation, % at 10 µM; 330,000 compounds, 0.34% hits;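 active means at 10 µM dose, activation of 40% or more, normalized to positive control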;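 further: 100% = tunicamycin at 10 µg/mL and 0% = DMSO alone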
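Test system: CHO CHOP reporter cells. Input: 500 CHO-CHOP cells per well. Medium: F12 with 10% FBS. Technique: luciferase luminescence. Measure: percent activation relative to tunicamycin control. Dosing: 10 µM compound, 0.5% DMSO. Timing: 16-18 h cell attachment, then 6 h compound exposure, 37 °C.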
Mdm2-MdmX inh = human Mdm2/MdmX binding inhibition. SaOS-2 split-luciferase Mdm2/MdmX complementation, luminescence. inhibition, % at 8 µM. 330,000 compounds, 3% hits. AID 485346;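 active means inhibition of at least 50% at 8 µM in the primary screen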
697 NFkB inh = lowers PMA/ionomycin-induced NF-kB signal in 697 B cells; 697 B-cell NF-kB luciferase reporter, 16 h; inhibition, % at 4 µM; 330,000 compounds, 0.33% hits; in the data active means inhibition above about 35%
Gli-Sufu antag = antagonists of Gli-Sufu signaling; 340,000 compounds, 0.74% hits; inhibition, % at 5 µM; Sufu-KO-LIGHT fibroblasts, Gli luciferase reporter luminescence; AID 588413;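 active means inhibition above about 55%, limit read from the data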;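 further: 0% = DMSO-treated cells and 100% = wells with medium but no cells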
CCR6 antagonist = blocks CCL20-driven beta-arrestin recruitment at human CCR6 | CHO-K1 CCR6 PathHunter beta-arrestin, luminescence, CCL20-stimulated | 340,000 compounds, 0.49% hits | AID 493098 | inhibition, % at 20 µM | P51684;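 active means compounds whose inhibition of the agonist-driven luminescence signal at 20 µM reaches about 50%, limit read from the data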;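 further: cells stimulated with CCL20 at 14 nM final; plate controls were DMSO with CCL20 for no effect and DMSO without agonist for full effect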
Target sequence (P51684 whole entry, looked up): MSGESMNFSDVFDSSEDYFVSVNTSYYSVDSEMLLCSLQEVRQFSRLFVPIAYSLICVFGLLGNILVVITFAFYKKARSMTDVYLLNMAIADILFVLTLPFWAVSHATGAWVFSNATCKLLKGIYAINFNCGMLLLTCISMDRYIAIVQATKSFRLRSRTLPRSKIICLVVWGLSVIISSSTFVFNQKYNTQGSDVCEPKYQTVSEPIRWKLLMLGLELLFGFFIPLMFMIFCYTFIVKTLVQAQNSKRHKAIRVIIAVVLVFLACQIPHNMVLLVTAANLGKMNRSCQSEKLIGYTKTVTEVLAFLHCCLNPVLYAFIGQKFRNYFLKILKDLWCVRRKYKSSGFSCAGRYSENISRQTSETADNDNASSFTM
* marks the source's active call; other numbers are inactive results; . = not tested or not shown.

SMILES	EBI2 block	CXCR6 inh	Jurkat NFkB inh	XBP1 UPR activ	CHOP UPR activ	Mdm2-MdmX inh	697 NFkB inh	Gli-Sufu antag	CCR6 antagonist
COc1ccccc1N1CCc2c(C)nc3c(OC)cccc3c21	-0.4	4.6	26.3	-1.0	-0.2	9.2	-34.9	39.6	-5.8
CCC(C)NC(=O)C1CCN(S(=O)(=O)c2ccc(OC)cc2)CC1 (stereo unspecified)	-4.4	8.8	3.4	0.0	-0.5	0.0	0.9	13.9	-14.0
COc1ccc(NC(=O)COC(=O)CCc2ccc(S(=O)(=O)N3CCOCC3)cc2)cc1Cl	0.2	-3.9	-0.3	-4.2	-1.2	9.0	11.5	1.6	1.4
Cc1cc(C)c(NC(=O)CNC(=O)CN2C(=O)NC3(CCCc4ccccc43)C2=O)c(C)c1 (stereo unspecified)	-4.6	-10.1	12.0	1.2	-0.4	14.7	-3.3	-4.2	-4.9
O=C(COC(=O)c1cccs1)NC12CC3CC(CC(C3)C1)C2	-17.2	-0.4	-15.2	-0.7	0.0	-20.1	0.2	-11.4	-1.5
COc1ccccc1-c1nn2c(C(F)(F)F)nnc2s1	-14.5	-2.4	-16.2	-1.1	-0.7	0.4	11.6	-3.8	-5.4
C=C(C)C1CC=C(C)/C(=N/NC(=O)CNc2ccc(C)cc2C)C1 (stereo unspecified)	11.5	-1.8	.	.	.	.	.	-1.4	5.5
CCN(CC)S(=O)(=O)c1ccc(O)c(C(=O)OCC(=O)N2c3ccccc3CC2C)c1 (stereo unspecified)	-14.1	1.4	-4.4	-2.8	-0.2	9.1	-18.7	-14.1	-0.4
CC1=C(c2ccc(C)cc2)S(=O)(=O)N(CC(=O)O)C1=O	-3.6	-0.5	11.8	-1.8	0.4	-17.7	17.3	-3.0	-9.4
Cc1ccc(OCCNC(=O)c2cccc(S(=O)(=O)NCc3ccccc3)c2)cc1	36.2	-1.9	47.9	-0.3	-1.5	59.9*	-58.1	4.7	16.4
C=C1CC(C(=O)N/N=C/c2ccccc2)C1	-5.6	-1.8	-25.2	-0.3	4.4	-44.5	-11.6	-13.9	-9.6
Cc1ccc(S(=O)(=O)C2(C(=O)NCCc3ccccc3)CC2)cc1	-1.0	-11.4	11.4	-1.9	-0.3	16.4	-0.7	2.1	9.2
Cc1ccc(-c2cc(C(=O)N3CCc4ccccc4C3)[nH]n2)cc1C	5.1	-1.1	-2.9	3.7	0.6	19.4	10.8	-16.0	7.2
Cc1cccc(OCC(=O)Nc2ccc(S(=O)(=O)Nc3cc(C)nc(C)n3)cc2)c1	0.6	11.4	-0.3	-2.2	2.2	26.1	12.5	3.7	6.3
Cc1cccc(-c2ocnc2C(=O)Nc2ccccc2NC(=O)c2ccccn2)c1	4.2	-2.4	0.1	-3.2	1.1	-3.2	-3.3	4.0	5.6
CCCCC(=O)NC(=S)NNC(=O)c1ccc(OC)cc1	4.7	46.5*	-4.9	0.0	0.2	26.9	5.5	3.7	69.0*
Cc1ccc2nc3c(c(Nc4ccc(O)cc4)c2c1)CCC3	-16.3	-10.5	11.2	-5.7	-3.4	19.1	3.8	41.9	-0.5
C/C(=C\c1cccc(Br)c1)C(=O)c1c(C)cc(C)[nH]c1=O	-1.7	-3.4	-14.4	2.7	1.8	39.0	14.2	-1.0	-5.2
CCN(CC)c1ccc(C=N/C(C#N)=C(\N)C#N)cc1	1.9	8.9	-103.1	2.6	1.0	-37.3	-121.4	-77.9	19.2
CCN1C(=O)c2ccccc2S(=O)(=O)c2ccc(C(=O)N3CCOCC3)cc21	-4.7	-5.4	-14.3	-2.6	-0.1	-1.4	4.6	-3.2	1.5
COc1cccc(C(=O)NC(=S)Nc2ccccc2N2CCCCC2)c1	-3.8	8.7	7.1	-2.2	-0.7	24.1	1.9	-1.7	39.4
Fc1ccc(NCc2ccccc2F)cc1Cl	6.9	-5.5	14.4	-0.2	-0.3	7.1	12.8	-11.8	12.3
COc1ccc(C2N(c3ccc(Cl)cc3)C(=O)C3CCCN32)cc1 (stereo unspecified)	-1.8	0.6	-1.5	-0.5	-1.6	5.3	11.9	-8.9	10.5
O=C(O)CSC(C(=O)Nc1ccc(Br)cc1)c1ccccc1 (stereo unspecified)	4.5	3.5	11.1	-0.4	-1.1	4.2	14.0	-44.9	11.6
CCOC(=O)c1c[nH]c(=S)n1C	-7.9	-1.7	-5.1	-1.8	-0.5	14.2	0.9	3.7	-10.8
CCCCn1c(CN2CCN(c3ccc(F)cc3)CC2)nc2c1c(=O)n(C)c(=O)n2C	-1.3	-1.7	14.1	-3.1	1.8	22.7	-22.4	33.8	13.6
Cc1ccc(C(=O)Cn2ncsc2=N)cc1	-2.8	-8.5	-54.9	2.6	1.3	-42.3	-40.3	-22.1	-6.0
Cc1ccc(S(=O)(=O)C2(C(=O)N3CCCC(C)C3)CC2)cc1 (stereo unspecified)	-13.0	-3.2	-6.0	0.1	-1.1	5.4	-1.2	-0.5	-0.5
CCOC(=O)C(CC)n1cnc2c(nnn2-c2cccc(OC)c2)c1=O (stereo unspecified)	-2.1	4.0	-2.1	0.4	1.6	8.8	-10.5	1.2	12.4
O=C(COc1ccccc1[N+](=O)[O-])Nc1ccc2c(c1)CCC2	5.2	1.1	-65.0	5.6	7.0	-80.3	-64.9	-31.7	15.4
COCc1[nH]c(=S)[nH]c(=O)c1C	-3.7	3.3	-5.8	2.0	-0.4	2.2	-2.1	-1.4	-2.5
Nc1ccc(SC(F)(F)F)cc1	-1.0	-0.8	-2.3	-0.6	-0.4	18.4	5.7	0.7	-6.5
COc1ccccc1C(=O)Nc1c2c(nn1-c1cccc(C)c1C)CS(=O)C2 (stereo unspecified)	-2.9	-0.3	-1.6	0.0	-0.6	-0.1	-11.7	13.6	7.8
Cc1ccc(CNC(=O)COc2cc(O)c3c(c2)OC(C)(C)CC3=O)cc1	11.3	8.5	-33.2	0.3	-2.4	-8.2	-36.9	-4.7	7.5
CCN(C[C@H]1N[C@@](C)(C(=O)OC)[C@H]2C(=O)N(Cc3ccccc3)C(=O)[C@@H]12)C(=O)c1ccc(C(C)(C)C)cc1	1.3	-2.6	2.6	0.0	2.3	34.5	8.6	-0.6	0.7
O=C(CCOc1ccccc1)N1CCN(S(=O)(=O)c2cccs2)CC1	10.0	6.1	9.9	7.3	1.1	18.3	15.5	1.2	11.8
O=C(CN1CCC(NC(=O)c2ccc(F)cc2)CC1)NCc1ccccc1F	2.3	8.6	-0.3	-4.8	-3.5	8.8	-10.9	6.3	-0.5
O=C(O)c1ccccc1-c1ccccc1C(=O)Nc1ccccc1-c1ccccc1	1.2	-27.5	-6.3	-0.6	-0.3	10.3	-0.5	26.0	7.9
Brc1ccccc1C1N=C(c2ccccc2)NO1 (stereo unspecified)	10.9	-8.8	-106.2	1.2	3.2	-63.9	-106.0	-62.6	16.3
Fc1cccc(/C=N/n2c(C3CCCCC3)n[nH]c2=S)c1	7.8	10.8	5.2	-0.1	0.5	-20.1	-2.1	6.0	6.0
CN1CCc2c(sc(NC(=O)CS(=O)(=O)c3ccccc3)c2C(N)=O)C1	-3.0	8.1	1.2	0.7	2.5	3.2	-7.7	-9.2	4.0
Cc1ccccc1NC(=O)c1ccc2c(O)c(S(=O)(=O)c3ccccc3)c(=O)[nH]c2c1	-11.1	3.4	10.0	-3.9	0.6	-20.5	-9.1	-7.3	3.8
O=C(NCCN1CCOCC1)c1cc2ccccc2oc1=O	-15.0	-9.8	-10.8	-4.2	0.8	-40.1	-13.6	4.9	-4.5
Cc1nc2ccccc2n1C1CCN(C(=O)Nc2ccccc2)CC1	-3.8	-3.7	-2.6	1.7	0.7	16.7	12.4	-2.4	0.5
COc1ccc(C(=O)c2c(O)cc(-c3ccc(OC)cc3)oc2=O)cc1	-13.5	4.1	1.7	-2.5	-1.7	7.0	-4.5	-10.3	3.8

One compound at a time (already shown). Order of values: EBI2 block	CXCR6 inh	Jurkat NFkB inh	XBP1 UPR activ	CHOP UPR activ	Mdm2-MdmX inh	697 NFkB inh	Gli-Sufu antag	CCR6 antagonist
`COCc1[nH]c(=S)[nH]c(=O)c1C` is listed as -3.7	3.3	-5.8	2.0	-0.4	2.2	-2.1	-1.4	-2.5
`Cc1ccc(CNC(=O)COc2cc(O)c3c(c2)OC(C)(C)CC3=O)cc1` is listed as 11.3	8.5	-33.2	0.3	-2.4	-8.2	-36.9	-4.7	7.5
`Nc1ccc(SC(F)(F)F)cc1` is listed as -1.0	-0.8	-2.3	-0.6	-0.4	18.4	5.7	0.7	-6.5

Following part.
SMILES	EBI2 block	CXCR6 inh	Jurkat NFkB inh	XBP1 UPR activ	CHOP UPR activ	Mdm2-MdmX inh	697 NFkB inh	Gli-Sufu antag	CCR6 antagonist
Cc1cc(C)n(-c2nnc(C)n2NS(=O)(=O)c2ccc(F)cc2)n1	-3.4	5.3	-12.5	-0.1	-1.6	-20.7	-17.8	3.9	-7.0
COc1ccccc1C(=O)NC(C)c1cccc2ccccc12 (stereo unspecified)	12.0	3.8	-16.1	-4.0	0.3	8.7	14.8	-8.1	13.1
Brc1cc2c(cc1/C=N/Nc1nc3ccccc3s1)OCO2	16.9	7.3	-86.2	33.3*	4.4	1.6	-133.6	-76.6	11.9
Cc1ccccc1NC(=O)c1ccno1	-8.6	8.1	-18.7	-2.6	1.5	-25.9	-1.1	-34.6	12.8
COc1cc2sc3cc(NCc4ccc(C)o4)ccc3c(=O)c2cc1OC	8.7	3.6	-0.9	15.5	3.5	-64.7	-52.7	.	9.3
CN(C)S(=O)(=O)c1cccc(NC(=S)NC(=O)c2ccco2)c1	2.8	6.2	-7.3	5.2	4.7	-36.7	-49.6	-42.2	29.6
Cc1ccc(-c2nnc(-c3ccncc3)n2-c2ccc(C)cc2)cc1	-15.2	3.4	-0.6	-2.7	-0.7	-7.1	-14.7	7.9	5.7
OC1(c2cccc(C(F)(F)F)c2)CCN(Cc2nc(-c3cnccn3)no2)CC1	-14.5	0.6	-12.2	-3.8	-0.5	0.2	-3.8	7.5	9.9
OC(Cc1nc2ccccc2[nH]1)c1ccccc1Cl (stereo unspecified)	6.5	-7.3	-22.0	0.5	2.6	-14.1	-25.2	-8.5	2.9
Cc1ccc(C(=O)C2CCNCC2)cc1	-10.6	-0.1	-5.0	0.7	-1.5	13.9	7.9	9.1	-13.1
Cc1nnc(NC(=O)c2cccc(S(=O)(=O)N3CCN(C)CC3)c2)s1	-0.4	9.5	-2.1	-3.0	0.3	7.1	12.4	-4.3	-2.1
CCOc1cc(C(=O)OCc2ccc(OC)cc2)ccc1OCC(=O)N1CCOCC1	-17.1	2.2	-1.7	-2.5	-2.5	17.7	8.0	-6.1	1.4
O=C(Nc1ccccc1N1CCOCC1)c1ccc([N+](=O)[O-])cc1	-32.1	-9.7	-17.8	1.6	1.0	-0.3	11.8	4.3	1.9
CN(C)c1ccc(-c2nn3c(-c4ccccc4Cl)nnc3s2)cc1	9.1	-9.4	75.1*	17.6	2.6	53.3*	24.7	17.7	12.8
Cc1cc(C)c(C)c(OCC(=O)N2CCCCCC2)c1	-8.3	4.1	7.3	-1.0	2.7	-12.3	0.7	3.7	-6.1
c1csc(C(c2nnnn2C2CCCCC2)N2CCN(c3nc4ccccc4s3)CC2)c1 (stereo unspecified)	19.8	6.5	.	.	.	.	.	21.3	11.4
Cc1ccc(C)c(/C=C/C(=O)c2ccccc(=O)c2O)c1	6.0	25.7	.	.	.	.	.	14.9	22.2
